p53 reactivator – re-activators of mutant p53; H1299 p53-A138V BP100-luciferase reporter, luminescence, 24 h; Potency, µM (highest dose often 92.2 µM), inactives show at the highest dose activity change, positive = activation, usual class: activators; actives 0.063% (n = 320,000); also: % of control where 0% means no effect; nearly all actives have a fitted effect of over 45% in size
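H1299 (p53-null), stable ts p53-A138V + BP100-Luc; 1000 cells/well, Opti-MEM/10% FBS; cpd 4 pt, 1:5; 24 h, 37 deg C, 5% CO2; detection reagent 10 min RT; luminescence.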
BRCA1 expr up – activators of BRCA1 expression | MCF7-BRCA1-FFLuc reporter, luminescence, 48 h; response scale: scaled: vehicle 0%, 10 µM genistein 100% | Potency, µM (doses to about 46.1 µM), inactives show top-dose activation, most hits filed as activators | actives 1.1% (n = 380,000) | AID 624202; also: nearly all actives have a fitted effect of over 80% in size; some results filed as inactive show a strong effect at the top dose
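Luminescence from a BRCA1-driven firefly luciferase in MCF7 cells was the read-out, taken 15 min after substrate addition following 48 h compound exposure at 37 °C. Data were normalized to a 10 microM genistein control and DMSO vehicle.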
NPC1 promoter act – activators of NPC1 promoter | Huh7 NPC1 promoter luciferase reporter, 24 h | actives 2.4% (n = 320,000) | AID 485313 | Potency, µM (titrated, usually from 9.22 µM), for inactives: at the top dose activation, usual class: activators;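 also: % of control where 0% means no effect; nearly all actives have a fitted effect of over 60% in size; reporter is driven by a mutant NPC1 promoter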
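Luminescence read-out of NPC1 promoter-driven luciferase in stably transfected Huh7 cells; compounds delivered in DMSO and left 24 h at 37C, 5% CO2, qHTS titration format.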
FLuc counter – counter-screen for miR-21 project: firefly luciferase inhibitors or activators. purified FLuc, Km substrates, luminescence inhibition. Potency, µM (top dose mostly 57.5 µM), for inactives: at the highest dose activity change, negative = inhibition, most hits filed as inhibitors. actives 6.9% (n = 360,000). AID 588342;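 also: plate controls were vehicle for no effect and reference inhibitor for full effect; nearly all actives have a fitted effect of over 55% in size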
Target sequence (P08659 whole entry, looked up): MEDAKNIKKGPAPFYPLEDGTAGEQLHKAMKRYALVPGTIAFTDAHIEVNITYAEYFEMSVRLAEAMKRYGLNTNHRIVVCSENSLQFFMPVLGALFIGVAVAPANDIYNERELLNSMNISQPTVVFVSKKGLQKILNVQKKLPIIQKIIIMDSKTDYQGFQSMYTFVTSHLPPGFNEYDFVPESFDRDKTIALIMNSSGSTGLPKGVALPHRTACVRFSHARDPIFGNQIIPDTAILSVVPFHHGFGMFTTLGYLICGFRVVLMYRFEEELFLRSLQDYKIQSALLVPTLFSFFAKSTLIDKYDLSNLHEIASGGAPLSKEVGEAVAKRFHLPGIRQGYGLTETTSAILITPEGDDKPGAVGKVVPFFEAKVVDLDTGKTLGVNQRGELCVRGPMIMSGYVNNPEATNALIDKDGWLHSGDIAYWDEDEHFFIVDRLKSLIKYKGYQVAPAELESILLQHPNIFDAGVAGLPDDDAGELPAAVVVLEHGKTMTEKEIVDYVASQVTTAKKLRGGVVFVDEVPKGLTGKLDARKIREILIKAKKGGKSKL
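Purified P. pyralis luciferase, 10 nM final, with Km-level 10 uM D-luciferin and 10 uM ATP in 50 mM Tris acetate pH 7.5, 10 mM Mg acetate, 0.01% Tween-20, 0.05% BSA; 6-point qHTS titration about 60 µM downward; luminescence read.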
RORg inh – blocks mouse ROR gamma transcriptional activity | P51450 | Drosophila S2 Gal4-RORgamma UAS-luciferase reporter, 20 h | Potency, µM (series often up to 53.6 µM), for inactives: top-dose activity change, negative = inhibition, actives largely listed as inhibitors | actives 5.4% (n = 310,000) | AID 2551; also: % is scaled to controls: 0 for no effect and ±100 for the full control effect; nearly all actives have a fitted effect of over 60% in size
Target sequence (P51450 whole entry, looked up, the tested form may be a part): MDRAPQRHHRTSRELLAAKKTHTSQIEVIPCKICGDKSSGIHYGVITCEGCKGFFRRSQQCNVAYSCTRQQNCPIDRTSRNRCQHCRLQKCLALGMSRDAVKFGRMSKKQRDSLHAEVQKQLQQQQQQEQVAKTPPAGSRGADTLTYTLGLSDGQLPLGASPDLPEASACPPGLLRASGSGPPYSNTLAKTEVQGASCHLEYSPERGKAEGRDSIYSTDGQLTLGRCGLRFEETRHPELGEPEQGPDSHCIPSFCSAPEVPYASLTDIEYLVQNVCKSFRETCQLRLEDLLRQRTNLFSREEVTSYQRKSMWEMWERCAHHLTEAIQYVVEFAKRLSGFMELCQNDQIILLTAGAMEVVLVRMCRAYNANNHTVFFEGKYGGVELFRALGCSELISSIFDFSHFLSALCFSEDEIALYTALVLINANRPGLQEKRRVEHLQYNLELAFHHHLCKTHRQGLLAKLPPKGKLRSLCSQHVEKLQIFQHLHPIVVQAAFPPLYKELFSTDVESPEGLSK
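A Gal4/UAS one-hybrid system in insect cells: metallothionein-promoter Gal4–ROR gamma fusion plus Photinus luciferase reporter. Copper sulfate 700 uM final, 20 hr ambient incubation, luminescent detection after 10 min with reagent.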
uPA surface inh – blocks generation of uPA at the cell surface; cell surface uPA generation assay, qHTS; Potency, µM (top dose mostly 38.3 µM), without a hit: top-dose activity change, negative = inhibition, usual class: inhibitors; actives 0.31% (n = 330,000); active = well fitted inhibition curve with a large enough effect; inconclusive = small, poorly fitted or top-dose-only effect; inactive = no such curve, though single readings can be large or run the other way; tested in mouse RAW 264.7 cells; also: % is scaled to controls: 0 for no effect and ±100 for the full control effect; nearly all actives have a fitted effect of over 55% in size
MBNL1 CUG block – blocks human MBNL1 binding to CUG repeat RNA; Q9NR56; Potency, µM (highest dose often 57.5 µM), without a hit: at the top dose activity change, negative = inhibition, most hits filed as inhibitors; TR-FRET MBNL1-His/biotin-(CUG)12 binding, 665/545 ratio; AID 2675; actives 0.036% (n = 280,000); active = well fitted inhibition curve with a large enough effect in the signal ratio, with a control signal flat, not every such curve was filed as active; inconclusive = small, poorly fitted or top-dose-only effect, or effect the other way, or a change in a side signal; inactive = no such curve, though single readings can be large or run the other way; the % refers to the signal ratio; also: % is scaled to controls: 0 for no effect and ±100 for the full control effect
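TR-FRET readout: Ex 340 nm, 665/545 nm emission ratio, normalized to buffer-only (basal) and MBNL1-(CUG)12 controls. Complex of MBNL1-His with Biotin-(CUG)12, compounds 92 nM–58 uM, incubated 60 min at room temperature.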
Rab9 promoter act – activates the Rab9 promoter | Potency, µM (top dose mostly 9.22 µM), inactives show at the highest dose activation, negative = inhibition, most hits filed as activators | Huh7 Rab9 promoter-luciferase reporter, luminescence, 24 h | AID 485297 | actives 2.8% (n = 320,000); also: % of control where 0% means no effect; nearly all actives have a fitted effect of over 60% in size
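Huh7 reporter line, Rab9 promoter upstream of luciferase. Compound exposure 24 h at 37 °C in reduced-serum medium with 10% FBS. Read-out: luminescence.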
Gal4-VP16 FLuc – inhibits Gal4-VP16 luciferase reporter, ROR gamma counter-screen | Drosophila S2 Gal4-VP16 UAS-luciferase, luminescence, 20 h | Potency, µM (highest dose often 53.6 µM), inactives show top-dose activity, negative = inhibition, actives largely listed as inhibitors | actives 3.5% (n = 310,000) | AID 2546;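 also: Gal4-VP16 expression switched on by copper sulfate through the metallothionein promoter; % is scaled to controls: 0 for no effect and ±100 for the full control effect; nearly all actives have a fitted effect of over 50% in size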
ELG1 genotox – inducers of genotoxicity in HEK293T ELG1-luciferase cells | Potency, µM (series often up to 46 µM), for the others: at the highest dose activity change, positive = activation, actives largely listed as activators | actives 1.3% (n = 330,000) | HEK293T ELG1-luciferase reporter, luminescence, 16 h | AID 504466; also: % of control where 0% means no effect; nearly all actives have a fitted effect of over 60% in size
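Step 1: seed 2,000 HEK293T ELG1-luciferase cells per well. Step 2: add compound or DMSO, incubate 16 hr at 37 °C. Step 3: ONE-Glo, 30 min at room temperature, read luminescence.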
Starred values were filed as active, the others as inactive; ? = inconclusive; · = not tested or not shown; [ ] = another dose, or the depositor's remark. Unless noted, calls follow the shape of the dose curve; as a rule, active = well fitted curve in the direction sought with a large enough effect; inconclusive = small, poorly fitted or top-dose-only effect, or another doubt; inactive = no such curve, though single readings can be large; an effect the other way counts as inactive or inconclusive. Potency is read from the fitted curve at half-maximal effect.

SMILES	p53 reactivator	BRCA1 expr up	NPC1 promoter act	FLuc counter	RORg inh	uPA surface inh	MBNL1 CUG block	Rab9 promoter act	Gal4-VP16 FLuc	ELG1 genotox
CNC(=O)COc1coc(CN2CCN(c3cccc(Cl)c3)CC2)cc1=O	13%	-7%	5%	-1%	-9%	-4%	-13%	0%	-5%	0%
O=C(CCCC1=NS(=O)(=O)c2ccccc2N1)Nc1ccccc1	2%	1%	-4%	-1%	-12%	13%	0%	-2%	-2%	0%
COc1cc(C(=O)Nc2cc(C)ccc2C)ccc1OCc1c(C)noc1C	-2%	-18%	·	·	·	-3%	·	·	·	8%
Cc1ccc(SCc2ccc(C(=O)Nc3ccccc3C(=O)NC(C)C)cc2)cc1	-3%	8%	2%	3%	-59%	2%	-9%	-1%	-24%	10%
CN(C)CCN1C(=O)C2C(C(=O)Nc3cc(Cl)cc(Cl)c3)C3C=CC2(O3)C1C(=O)NC1CCCCC1 (stereo unspecified)	-7%	2%	-3%	-2%	9%	-22%	-1%	0%	3%	1%
Cc1ccc(S(=O)(=O)c2nc(-c3ccc(F)cc3)oc2SCC(=O)NCC2CCCO2)cc1 (stereo unspecified)	-15%	4%	-4%	2%	27%	-4%	-5%	-2%	-6%	9%
CC(=O)NCCOC(=O)Nc1sc(=S)n(C)c1C	?	-5%	-4%	1%	-40%	4%	?	-9%	-9%	0%
CCCOc1ccc(CNC(=O)c2ccc3c(c2)N(CC)CCS3)cc1	·	-7%	-2%	3%	9%	1%	13%	2%	11%	0%
COc1cc(N)c(Cl)cc1C(=O)OCC(=O)NCC1CCCCC1	-8%	-27%	·	·	·	-3%	·	·	·	0%
CC(C)CNC(=O)COC(=O)Cc1ccc(Cl)cc1	4%	5%	-3%	3%	13%	4%	-6%	0%	5%	-2%
COC(=O)c1ccc(S(=O)(=O)N2CCCCCC2)cc1	4%	-2%	12%	2%	4%	5%	6%	-3%	-10%	-3%
COc1ccc(N2CCC(CNC(=S)Nc3ccc(C)cc3C)C2)cc1 (stereo unspecified)	3%	-17%	-6%	3%	0.63µM*	?	-1%	-5%	?	-4%
C=CCN1C(=O)C(O)=C(C(C)=O)C1c1ccccc1F (stereo unspecified)	?	-2%	6%	-2%	-29%	-2%	0%	-1%	5%	0%
O=C(C1=CC=CN2CCS(=O)(=O)N=C12)N1CCN(c2cccc(Cl)c2)CC1	-7%	-4%	-6%	4%	·	3%	·	-4%	·	4%
CC(C)(C)OC(=O)N1CCC[C@H]1c1nnc(SCc2ccc(Cl)cc2Cl)o1	·	-42%	·	-6%	33%	0%	3%	·	17%	·
Cc1ccc(Cl)c2c1NC(=O)C2(O)CC(=O)c1ccc(Br)cc1 (stereo unspecified)	1%	-26%	2%	6%	?	-9%	-5%	-4%	?	1%
CCOC(=O)c1sc(NC(=O)CCC(=O)O)nc1C	2%	-1%	-3%	4%	-17%	-1%	-1%	-2%	2%[10 µM]	-2%
Cc1ccc(-n2ncc3c2CCCC3NC(=O)CSc2ccccn2)cc1C (stereo unspecified)	-17%	-26%	-1%	0%	10%	12%	-10%	7%	1%	-12%
CCC(C)c1ccc(NC(=S)Nc2ccc(OC)c(OC)c2)cc1 (stereo unspecified)	17%	3%	-1%	4%	?	-8%	5%	-5%	3%	-3%
CCOC(=O)c1cc(CC)sc1NC(=O)COC(=O)c1cnccn1	2%	-5%	0%	1%	·	-2%	·	0%	·	1%
COC(=O)c1sccc1NC(=O)Nc1ccc(F)cc1F	-12%	9%	-3%	21µM*	18%	2%	170%[activator]	2%	0%	4%
O=C1/C(=C/c2ccc3c(c2)OCO3)Oc2cc(OCC(=O)N3CC(O)C[C@H]3C(=O)O)ccc21 (stereo partly specified)	·	3%	1%	0.76µM*	-20%	?	?	0%	-9%	4%
COC(=O)c1ccc(-c2nc(CN3CCCN(C(=O)c4ccco4)CC3)c(C)o2)cc1	-8%	19%	16%	-4%	36%	9%	1%	13%	-9%	0%
CCc1ccc(-c2csc3ncn(CC)c(=O)c23)cc1	-4%	35%	-3%	-13%	8%	5%	-10%	0%	8%	0%
CC(C)n1c(CNC(=O)c2ccccc2)nc2ccccc21	-3%	-17%	0%	0%	6%[0.365 µM]	-1%	7%	-5%	·	-5%
CO/C(N)=C(\C#N)N=Cc1ccccc1Cl	28%	91%	10%	?	18%	1%	·	26%	-12%	8%
Cc1nc(-c2cccc(S(=O)(=O)N3CCCC(C)C3)c2)cs1 (stereo unspecified)	3%	-29%	0%	0%	-19%	4%	-4%	0%	-4%	-3%
CN(C)c1ccc(NC(=O)C2CCCN(S(=O)(=O)c3ccccc3)C2)cc1 (stereo unspecified)	-2%	-11%	-1%	-6%	?	·	-5%	-3%	-15%	-14%
CCOC(=O)c1ccc(N2C(=O)c3cccc4c(C(=O)O)ccc(c34)C2=O)cc1	14%	2%	3%	-9%	28%[1.91 µM]	-14%	?	0%	-2%	1%
CS(=O)(=O)c1cnc(-c2ccccc2)nc1Sc1ccc(F)cc1	24%	-27%	-5%	-18%	?	-7%	65%[activator]	2%	3%	?
COc1ccc(-n2c(C)cc(C(=O)COC(=O)c3cc(OC)c(OC)cc3NC(=O)c3cccs3)c2C)cc1	11%	-4%	0%	-3%	-17%	-1%	-8%	-4%	5%	-1%
CCOC(=O)NC(=O)/C(C#N)=N/Nc1ccc(F)cc1	5%	2%	1%	-1%	20%	3%	10%	-3%	-12%	0%
Cc1ccc(C(=O)NCC(=O)NCC(c2cccs2)N(C)C)cc1C (stereo unspecified)	-7%	-21%	·	·	·	-4%	·	·	·	5%
COc1ccc(-n2c(-c3ccco3)n[nH]c2=S)cc1	1%	-1%	-1%	4%	10%[10 µM]	3%	15%	-8%	?	-1%
Cc1cccc(CCNCc2c(C(=O)O)c(C)n(-c3ccccc3)c2C)c1	-1%	10%	-2%	-6%	-8%	-11%	-6%	-2%	1%	-3%
COc1ccc(-n2c(=O)[nH]cc(C(=O)Nc3ccc4c(c3)OCCO4)c2=O)cc1	-5%	23%	0%	-17%	?	1%	-1%	-2%	1%	8%
Fc1ccc(OCc2nn[nH]n2)c(F)c1	-5%	-5%	-3%	-11%	?	17%	-4%	9%	3%	-1%
CCOC(=O)c1cccc(NC(=O)Nc2ccc(OCC)cc2)c1	-10%	?	1.8µM*	2.7µM*	-42%	?	0%	2.8µM*	-22%	-17%
CCn1c(SCC(=O)N2CCOCC2)nc2ccccc21	1%	0%	2%	-1%	9%	-2%	-2%	-5%	-2%	0%
CC(=O)NCCC(=O)N1CCc2c([nH]c3ccccc23)C1c1cccc(C)c1 (stereo unspecified)	0%	-10%	0%	?	0%	0%	-1%	1%	?	15%

Compounds listed so far with a cyano group:
SMILES	p53 reactivator	BRCA1 expr up	NPC1 promoter act	FLuc counter	RORg inh	uPA surface inh	MBNL1 CUG block	Rab9 promoter act	Gal4-VP16 FLuc	ELG1 genotox
CO/C(N)=C(\C#N)N=Cc1ccccc1Cl	28%	91%	10%	?	18%	1%	·	26%	-12%	8%
CCOC(=O)NC(=O)/C(C#N)=N/Nc1ccc(F)cc1	5%	2%	1%	-1%	20%	3%	10%	-3%	-12%	0%

The results go on.
SMILES	p53 reactivator	BRCA1 expr up	NPC1 promoter act	FLuc counter	RORg inh	uPA surface inh	MBNL1 CUG block	Rab9 promoter act	Gal4-VP16 FLuc	ELG1 genotox
COC(=O)c1cc(OC)c(OC)cc1NC(=O)c1c(-c2ccccc2)noc1C	-2%	-31%	2%	-1%	-14%	·	-6%	0%	-1%	4%
COc1ccc(-c2cc(C(F)(F)F)nc(SCC(=O)NCCN3CCOCC3)n2)cc1OC	-1%	-18%	-2%	-1%	3%	-6%	-3%	6%	8%	2%
CSc1ccccc1C(=O)N(C)C(c1ccccc1)c1ccccc1	-1%	-45%	1%	2%	-26%	-5%	1%	2%	8%	-21%
Cn1c(N)c(C(=O)CCl)c(=O)n(Cc2ccccc2)c1=O	15%	-5%	-6%	4%	-23%	-15%	14%	-45%[inhibitor]	?	2%
COc1cccc(NC(=O)Nc2cc(C)ccc2F)c1	11%	?	29%	24µM*	34%	-2%	6%	20%	6%	7%
CC(C)C(=O)N1CCN(c2ccc(NC(=O)c3ccco3)cc2Cl)CC1	2%	17%	0%	-12%	41%	1%	-1%	17%	3%	-9%
Cc1ccc(/C=C/C(=O)c2ccc([N+](=O)[O-])o2)cc1	-25%	-21%	-32%[inhibitor]	?	·	?	·	-38%[inhibitor]	·	-9%
Cc1ccc(S(=O)(=O)NCCC(=O)NCCSc2ccc(Br)cc2)cc1	-5%	-15%	-3%	2%	0%	?	-4%	5%	-6%	1%
CCOC(=O)c1nnc(-c2ccccc2)nc1Sc1ccccc1Cl	-18%	-83%[inhibitor]	-2%	3%	-12%	-17%	?	-3%	?	7%
O=C(O)COCC(=O)Nc1ccc2c(c1)ncn2CCc1ccccc1	1%	16%	0%	3%	-14%	-3%	5%	-8%	3%	-1%
Cc1ccc(S(C)(=O)=NC(=O)NC(=O)c2c(F)cccc2Cl)cc1 (stereo unspecified)	-5%	-13%	2%	5%	5%	23%	·	1%	4%	0%
COc1ccccc1NC(=O)N1CCN(c2ncccn2)CC1	1%	20%	1%	3%	6%	7%	-6%	-4%	-6%	0%
Cc1ccc(OCCNC(=O)c2ccccc2SCC(=O)N2CCCC2)cc1	2%	-11%	-1%	1%	·	3%	·	-4%	·	1%
